Mtb BioA inh: blocks M. tuberculosis BioA enzyme activity; purified M. tuberculosis BioA enzyme, plate reader; inhibition, % at 9.99 µM; 0.096% of 360,000 active; in the data active = inhibition above about 40%
* hit, by the source's call. The list is partial, so the mix of outcomes need not match the whole.

The opening 4 compounds, to show the layout:
SMILES	Mtb BioA inh
CO[C@@H](CN(C)C(=O)c1ccc2c(c1)OCO2)[C@H](C)CN([C@@H](C)CO)S(=O)(=O)c1ccccc1	13
COc1ccc(S(=O)(=O)N[C@@H]2C=C[C@H](CC(=O)NCCc3ccncc3)O[C@@H]2CO)cc1	-1.8
C[C@H]1CCCCO[C@@H](CN(C)Cc2ccc(C(F)(F)F)cc2)[C@@H](C)CN([C@@H](C)CO)C(=O)c2cc(NS(=O)(=O)c3ccccc3)ccc2O1	0.9
C[C@H]1CN([C@@H](C)CO)C(=O)c2cc(NS(C)(=O)=O)ccc2O[C@H]1CN(C)C	-2.7

The whole of this part (from the top)
SMILES	Mtb BioA inh
CO[C@@H](CN(C)C(=O)c1ccc2c(c1)OCO2)[C@H](C)CN([C@@H](C)CO)S(=O)(=O)c1ccccc1	13
COc1ccc(S(=O)(=O)N[C@@H]2C=C[C@H](CC(=O)NCCc3ccncc3)O[C@@H]2CO)cc1	-1.8
C[C@H]1CCCCO[C@@H](CN(C)Cc2ccc(C(F)(F)F)cc2)[C@@H](C)CN([C@@H](C)CO)C(=O)c2cc(NS(=O)(=O)c3ccccc3)ccc2O1	0.9
C[C@H]1CN([C@@H](C)CO)C(=O)c2cc(NS(C)(=O)=O)ccc2O[C@H]1CN(C)C	-2.7
O=C(C[C@H]1C[C@H]2c3cc(NC(=O)Nc4ccccc4)ccc3O[C@H]2[C@H](CO)O1)NCCN1CCCCC1	0.9
C[C@H](CO)N1C[C@H](C)[C@@H](CN(C)C(=O)c2ccccc2F)Oc2ncc(C#Cc3ccccc3)cc2C1=O	-2.8
C[C@H]1CCCCO[C@H](CN(C)C(=O)c2ccccc2)[C@@H](C)CN([C@@H](C)CO)C(=O)c2cc(NC(=O)NC3CCCCC3)ccc2O1	0.8
COc1ccc(NC(=O)N(C)C[C@@H]2OCCCC[C@@H](C)Oc3ccc(NC(=O)c4ccncc4)cc3C(=O)N([C@H](C)CO)C[C@H]2C)cc1	-0.3
CCCC(=O)Nc1ccc2c(c1)OC[C@@H](C)N(CC1CCOCC1)C[C@H](C)[C@H](OC)CN(C)C2=O	-0.3
COc1ccc(C#Cc2ccc3c(c2)[C@]2(C(=O)N3)[C@H](C(=O)N3CCN(c4ncccn4)CC3)[C@H]3C(=O)O[C@H](c4ccccc4)[C@H](c4ccccc4)N3[C@@H]2c2ccc(OCCO)cc2)cc1	0.9
CNC[C@@H]1Oc2ccc(NC(=O)CCN3CCOCC3)cc2CC(=O)N([C@@H](C)CO)C[C@H]1C	-2.0
C[C@H](CO)N1C[C@H](C)[C@@H](CN(C)C(=O)CC2CC2)Oc2ncc(-c3ccc(C#N)cc3)cc2C1=O	-1.1
C[C@H](CO)N1C[C@H](C)[C@H](CN(C)C(=O)c2ccc3c(c2)OCO3)Oc2ncc(C3=CCCCC3)cc2C1=O	0.4
C[C@@H]1CN([C@@H](C)CO)C(=O)c2cc(NC(=O)Nc3ccc(C(F)(F)F)cc3)ccc2O[C@@H](C)CCCCO[C@@H]1CN(C)C(=O)CCCN(C)C	3.3
CCC(=O)NC[C@@H]1[C@H](c2ccccc2)[C@@H](CO)N1C(=O)C1CCC1	3.4
O=C(Cc1ccccc1)N1CC[C@@H]2[C@@H](CO)Nc3ccc(-c4ccccc4F)cc3[C@@H]21	1.2
CCc1cnc(N2[C@@H](C#N)[C@H](c3ccc(C4=CCCCC4)cc3)[C@@H]2CO)s1	2.1
COc1ccc(CN(C)C[C@@H]2Oc3c(NC(=O)Nc4ccc5c(c4)OCO5)cccc3C(=O)N([C@@H](C)CO)C[C@H]2C)cc1	0.1
O=C([C@H]1N[C@H]2c3ccc(-c4ccccc4F)c(=O)n3C[C@H]2[C@@H]1CO)N1CCc2ccccc2C1	1.7
C/C=C/c1ccc2c(c1)O[C@H](CN(C)Cc1cncnc1)[C@H](C)CN([C@@H](C)CO)S2(=O)=O	-2.2
CCC(=O)N1C[C@@H](O)COC[C@@H]2O[C@@H](CC(=O)NCc3ccccc3Cl)CC[C@H]21	-1.3
Cc1cccc(S(=O)(=O)N[C@H]2CC[C@@H](CCNS(=O)(=O)c3ccccc3F)O[C@H]2CO)c1	-2.7
COc1ccc(NC(=O)Nc2ccc3c(c2)C(=O)N([C@@H](C)CO)C[C@@H](C)[C@H](CN(C)Cc2ccc(C(=O)O)cc2)OCCCC[C@@H](C)O3)cc1	2.3
C[C@H]1CN([C@@H](C)CO)C(=O)c2cccc(NC(=O)Nc3ccc4c(c3)OCO4)c2O[C@@H]1CN(C)C	-1.4
Cc1ccc(S(=O)(=O)N(C)C[C@H]2Oc3ccc(NC(=O)C4CCCCC4)cc3CC(=O)N([C@H](C)CO)C[C@H]2C)cc1	4.7

Of the compounds above, these contain a CF3 group:
SMILES	Mtb BioA inh
C[C@H]1CCCCO[C@@H](CN(C)Cc2ccc(C(F)(F)F)cc2)[C@@H](C)CN([C@@H](C)CO)C(=O)c2cc(NS(=O)(=O)c3ccccc3)ccc2O1	0.9
C[C@@H]1CN([C@@H](C)CO)C(=O)c2cc(NC(=O)Nc3ccc(C(F)(F)F)cc3)ccc2O[C@@H](C)CCCCO[C@@H]1CN(C)C(=O)CCCN(C)C	3.3

Next entries.
SMILES	Mtb BioA inh
C[C@@H]1CN([C@H](C)CO)C(=O)c2cc(NS(C)(=O)=O)ccc2O[C@H]1CN(C)CC1CC1	-1.6
C[C@@H]1CN([C@@H](C)CO)C(=O)c2cc(/C=C/c3ccccc3)cnc2O[C@@H]1CN(C)C(=O)Cc1cccnc1	-0.2
C[C@H]1CCCCO[C@@H](CN(C)C)[C@@H](C)CN([C@@H](C)CO)C(=O)c2cc(NC(=O)Cc3ccccc3)ccc2O1	0.2
COc1ccc(S(=O)(=O)Nc2ccc3c(c2)C(=O)N([C@H](C)CO)C[C@@H](C)[C@H](CN(C)Cc2ccc(C(F)(F)F)cc2)OCCCC[C@H](C)O3)cc1	0.5
C[C@@H]1CCCCO[C@@H](CN(C)Cc2ccc3c(c2)OCO3)[C@@H](C)CN([C@@H](C)CO)C(=O)c2cc(NC(=O)c3ccccc3)ccc2O1	-0.1
O=C(C[C@@H]1CC[C@@H]2[C@H](COC[C@H](O)CN2CC2CC2)O1)NCc1ccc(Cl)cc1	-1.6
CN1[C@H](C(=O)NCc2ccccn2)[C@@H](CO)[C@@H]2Cn3c(ccc(-c4cccc(F)c4)c3=O)[C@@H]21	3.1
COc1ccc(NC(=O)Nc2ccc3c(c2)CC(=O)N([C@@H](C)CO)C[C@@H](C)[C@@H](CN(C)C(=O)Nc2c(C)noc2C)O3)cc1	0.8
CCCNC(=O)[C@H]1[C@H](CO)[C@H]2Cn3c(ccc(C4=CCCC4)c3=O)[C@H]2N1C(=O)CC	-2.4
C/C=C/c1ccc2c(c1)O[C@H](CN(C)Cc1ccc(C(=O)O)cc1)[C@H](C)CN([C@@H](C)CO)S2(=O)=O	-0.6
COc1ccc(S(=O)(=O)N(C)C[C@H]2Oc3ccc(NS(=O)(=O)c4ccc(Cl)cc4)cc3C(=O)N([C@@H](C)CO)C[C@@H]2C)cc1	-3.6
COc1ccccc1NC(=O)N(C)C[C@H]1Oc2ncc(C#CCC(C)C)cc2C(=O)N([C@H](C)CO)C[C@@H]1C	1.2
O=C(C[C@H]1C=C[C@H](NC(=O)CCN2CCCCC2)[C@@H](CO)O1)Nc1ccc(-c2ccccc2)cc1	1.0
C[C@@H]1CN([C@@H](C)CO)S(=O)(=O)c2ccc(C#CCC3CCCC3)cc2O[C@@H]1CN(C)C(=O)c1ccccn1	-0.9
COc1cccc(CNC(=O)C[C@@H]2C=C[C@H](NS(=O)(=O)c3ccccc3OC)[C@@H](CO)O2)c1	-0.2
COc1ccc(S(=O)(=O)Nc2cccc3c2O[C@H](CN(C)CC2CCCCC2)[C@H](C)CN([C@@H](C)CO)C3=O)cc1	-1.5
C[C@@H]1CN([C@@H](C)CO)C(=O)c2cccc(N(C)C)c2O[C@@H]1CN(C)Cc1ccc(C(=O)O)cc1	-0.6
CCCNC(=O)[C@@H]1N[C@@H]2c3ccc(C4=CCCCC4)c(=O)n3C[C@@H]2[C@H]1CO	3.2
O=C(Nc1ccc(Cl)c(Cl)c1)N[C@H]1CC[C@@H](CCNC(=O)c2ccc(F)cc2)O[C@H]1CO	6.5
CCC(=O)N[C@@H]1C=C[C@@H](CC(=O)NCCN2CCCCC2)O[C@@H]1CO	-1.3
C[C@H]1CN([C@@H](C)CO)C(=O)c2c(c3ccccc3n2C)-c2ccccc2CO[C@H]1CN(C)Cc1ccc(C(=O)O)cc1	0.9
CO[C@H]1CN(C)C(=O)c2ccc(NC(C)=O)cc2OC[C@@H](C)N(C(=O)C2CCC2)C[C@H]1C	24
CC(C)C#Cc1cnc2c(c1)C(=O)N([C@H](C)CO)C[C@@H](C)[C@@H](CN(C)C(=O)CCN1CCCCC1)O2	0.6
C[C@@H]1CCCCO[C@@H](CN(C)Cc2ccc(C(=O)O)cc2)[C@H](C)CN([C@H](C)CO)C(=O)c2cc(NC(=O)c3ccncc3)ccc2O1	1.3
COCC(=O)Nc1ccc2c(c1)[C@H]1C[C@@H](CC(=O)N[C@H](C)c3ccccc3)O[C@@H](CO)[C@H]1O2	-0.1
SMILES	Mtb BioA inh
CN(C)CCCNC(=O)C[C@@H]1CC[C@@H](NS(=O)(=O)c2ccccc2)[C@@H](CO)O1	1.2
C[C@H]1CN([C@@H](C)CO)C(=O)c2cccc(NS(=O)(=O)c3ccc(Cl)cc3)c2O[C@H]1CN(C)Cc1ccc(C(=O)O)cc1	-3.1
CN1c2ccc(-c3ccc(F)cc3)cc2[C@@H]2[C@@H](CCN2C(=O)Nc2ccc(F)cc2)[C@@H]1CO	0.8
Cc1ccc(S(=O)(=O)N[C@@H]2C=C[C@@H](CC(=O)NCCc3ccncc3)O[C@@H]2CO)cc1	-3.6
C[C@@H]1CCCCO[C@@H](CN(C)Cc2ccncc2)[C@H](C)CN([C@@H](C)CO)C(=O)c2cc(NC(=O)Nc3ccccc3)ccc2O1	0.7
CS(=O)(=O)Nc1ccc2c(c1)[C@@H]1C[C@@H](CC(=O)NC3CCCC3)O[C@@H](CO)[C@@H]1O2	1.0
Cc1ccc(S(=O)(=O)Nc2ccc3c(c2)CC(=O)N([C@H](C)CO)C[C@@H](C)[C@H](CN(C)Cc2ccc(Oc4ccccc4)cc2)O3)cc1	10
Cc1noc(C)c1NC(=O)Nc1ccc2c(c1)C(=O)N([C@H](C)CO)C[C@@H](C)[C@@H](CN(C)Cc1ccccc1)OCCCC[C@H](C)O2	0.1
CO[C@H]1CN(C)C(=O)c2ccc(NC(=O)NC(C)C)cc2OC[C@H](C)N(C(=O)CN(C)C)C[C@@H]1C	-2.1
C[C@H](NC(=O)C[C@H]1CC[C@@H]2[C@H](COC[C@H](O)CN2Cc2ccc(C(F)(F)F)cc2)O1)c1ccccc1	0.6
CO[C@H]1CN(C)C(=O)c2cc(NC(=O)c3ccccc3F)ccc2OC[C@@H](C)NC[C@@H]1C	-0.2
CCS(=O)(=O)Nc1ccc2c(c1)C(=O)N(C)C[C@@H](OC)[C@@H](C)CN(Cc1nccs1)[C@@H](C)CO2	1.2
C[C@H]1CN([C@@H](C)CO)C(=O)Cc2cc(NS(C)(=O)=O)ccc2O[C@H]1CN(C)Cc1ccc2c(c1)OCO2	-0.8
CCCNC(=O)Nc1ccc2c(c1)C(=O)N(C)[C@@H]1CC[C@H](CC(=O)NCC3CCCCC3)O[C@H]1CO2	-0.5
COC(=O)N(C)C[C@H]1OCc2ccccc2-c2c(n(C)c3ccccc23)C(=O)N([C@H](C)CO)C[C@H]1C	0.5
C/C=C/c1ccc([C@H]2[C@H](CO)N3CCCCN(S(=O)(=O)c4ccc(F)cc4)C[C@@H]23)cc1	1.6
O=C(NCC[C@H]1CC[C@@H](NC(=O)C2CCOCC2)[C@H](CO)O1)Nc1ccc(Cl)cc1	-4.7
C[C@@H]1CN([C@@H](C)CO)S(=O)(=O)c2ccc(C#CCN(C)C)cc2O[C@@H]1CN(C)C(=O)CN(C)C	-1.9
Cc1ccc(S(=O)(=O)N(C)C[C@H]2OCCCC[C@@H](C)Oc3ccc(NC(=O)Nc4ccccc4)cc3C(=O)N([C@H](C)CO)C[C@H]2C)cc1	-0.5
CCCNC(=O)C[C@@H]1C[C@@H]2c3cc(NC(=O)Nc4ccc(OC)cc4)ccc3O[C@@H]2[C@@H](CO)O1	0.3
C[C@H](NC(=O)C[C@@H]1CC[C@@H]2[C@@H](COc3ccc(NS(=O)(=O)c4ccc(Cl)cc4)cc3C(=O)N2C)O1)c1ccccc1	0.9
CCNC(=O)Nc1ccc2c(c1)C(=O)N(C)[C@@H]1CC[C@@H](CC(=O)NCc3cccc(F)c3)O[C@@H]1CO2	-3.7
CC(C)NC(=O)N(C)C[C@H]1Oc2ncc(C#CC3(O)CCCC3)cc2C(=O)N([C@H](C)CO)C[C@H]1C	-2.5
O=C(NCC[C@H]1CC[C@@H](NS(=O)(=O)Cc2ccccc2)[C@H](CO)O1)C1CCC1	-1.0
C[C@@H]1CN([C@@H](C)CO)C(=O)c2cc(NC(=O)Nc3ccccc3)ccc2O[C@@H](C)CCCCO[C@H]1CN(C)Cc1ccc(C(=O)O)cc1	-1.0
COc1ccc(S(=O)(=O)N(C)C[C@@H]2Oc3ccc(NS(=O)(=O)c4ccc(Cl)cc4)cc3CC(=O)N([C@H](C)CO)C[C@@H]2C)cc1	-6.0
COCC(=O)Nc1ccc2c(c1)C(=O)N(C)C[C@@H](OC)[C@@H](C)CN(Cc1cc(F)ccc1F)[C@H](C)CO2	-0.9
CCN1[C@@H]2c3ccc(-c4ccccc4)c(=O)n3C[C@@H]2[C@@H](CO)[C@@H]1C(=O)Nc1ccccc1	21
C[C@H](NC(=O)C[C@H]1CC[C@@H](NC(=O)Nc2ccc3c(c2)OCO3)[C@@H](CO)O1)c1ccccc1	1.5
O=C(NCc1cc(F)cc(F)c1)[C@H]1[C@H](CO)[C@H]2Cn3c(cccc3=O)[C@@H]1N2	-0.2

2 entries drawn at random from the list so far, as already listed:
SMILES	Mtb BioA inh
CO[C@H]1CN(C)C(=O)c2cc(NC(=O)c3ccccc3F)ccc2OC[C@@H](C)NC[C@@H]1C	-0.2
CN(C)CCCNC(=O)C[C@@H]1CC[C@@H](NS(=O)(=O)c2ccccc2)[C@@H](CO)O1	1.2
